D3 antag – qHTS of D3 Dopamine Receptor Antagonist: qHTS | D(3) dopamine receptor (Homo sapiens), P35462 | D3R cells, DiscoveRx beta-arrestin luminescence, antagonist mode; active compounds read low | max response, negative = inhibition, % | 360,000 compounds, 2.5% hits | AID 652054, 2013; in the data active = max response below about -50%; inconclusive = no clear call, values can overlap the other calls; note: % is set by controls: 0 for no effect and ±100 for the full control effect; mostly tested at two doses, the higher about 12 µM
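Cells plated overnight at 1500 cells/well, then exposed to library compounds with dopamine controls for 90 minutes at 37 degrees C. DiscoveRx reagent added for 30–60 minutes at room temperature; luminescence read, quantitative HTS format.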
KB-V1 MDR tox – qHTS assay for MDR1-selective chemotherapeutics: Primary screen using the drug-selected MDR subline cells KB-V1 | KB-V1 MDR cells viability, CellTiter-Glo, 72 h | Potency, µM (titrated, usually from 46.1 µM), for the others: top-dose activity change, negative = cytotoxicity, most hits filed as cytotoxic | 400,000 compounds, 3.4% hits; note: potency is the fitted concentration of half-maximal effect; % is set by controls: 0 for no effect and ±100 for the full control effect; nearly all actives have a fitted effect of over 60% in size
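Cytotoxicity toward P-gp-expressing KB-V1 cells was determined as loss of CellTiter-Glo luminescence after 72 h at 37 degrees C. Compounds were tested in quantitative HTS format across a concentration range, with curves fitted to normalized data.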
HT1080NT lethal – qHTS for induction of synthetic lethality in tumor cells producing 2HG: qHTS for the HT-1080-NT fibrosarcoma cell line; HT-1080-NT fibrosarcoma viability, CellTiter-Glo ATP luminescence, 48 h; 360,000 compounds, 1.6% hits; AID 686970, 2013; Potency, µM (doses to about 46.1 µM), without a hit: top-dose activity, negative = less viability, usual class: cytotoxic;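 note: NT is the 2HG producing partner of a matched IDH1 knockdown line; potency is the fitted concentration of half-maximal effect; 0% = DMSO-treated cells and -100% = media-only wells without cells; nearly all actives have a fitted effect of over 55% in size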
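A 48-hour cytotoxicity screen used HT-1080-NT cells plated 2 hours before compound delivery. ATP-based CellTiter-Glo luminescence measured viability, normalized to DMSO and no-cell controls.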
GLP1R ag – qHTS of GLP-1 Receptor Agonists. Glucagon-like peptide 1 receptor (Homo sapiens), P43220. HEK293 GLP-1R CRE-luciferase, luminescence, 4-6 h; cells express a hypersensitive GLP-1R form. Potency, µM (highest dose often 45.6 µM), inactives show at the top dose activation, most hits filed as activators. 380,000 compounds, 0.007% hits; note: potency is the fitted concentration of half-maximal effect; % of control where 0% means no effect
Target sequence (P43220 whole entry, looked up): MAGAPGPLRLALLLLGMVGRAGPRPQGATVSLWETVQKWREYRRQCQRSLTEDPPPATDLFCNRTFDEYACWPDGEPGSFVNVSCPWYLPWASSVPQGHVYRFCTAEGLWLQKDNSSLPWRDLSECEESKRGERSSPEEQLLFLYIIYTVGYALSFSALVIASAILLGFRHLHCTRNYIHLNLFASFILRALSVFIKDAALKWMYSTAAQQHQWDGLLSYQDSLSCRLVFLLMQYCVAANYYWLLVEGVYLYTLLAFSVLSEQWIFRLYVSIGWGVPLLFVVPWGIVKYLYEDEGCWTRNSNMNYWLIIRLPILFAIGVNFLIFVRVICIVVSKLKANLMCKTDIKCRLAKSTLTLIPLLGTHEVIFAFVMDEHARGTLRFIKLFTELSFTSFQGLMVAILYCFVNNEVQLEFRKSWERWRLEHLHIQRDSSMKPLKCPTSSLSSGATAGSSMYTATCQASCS
DRD3 agonist – qHTS of D3 Dopamine Receptor Agonist: qHTS; D(3) dopamine receptor (Homo sapiens), P35462; AID 652048, 2013; max activation, %; 410,000 compounds, 0.58% hits; D3R DiscoveRx beta-arrestin cells, luminescence, 90 min; in the data active = max activation above about 30%; note: 0% is about no effect; mostly tested at two doses, the higher about 12 µM
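Agonist-mode cell screen: cells plated at 1500/well and incubated overnight at 37 °C, then exposed to library compounds for 90 min at 37 °C. Detection reagent was added for 30–60 min at room temperature, and luminescence was read.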
HT1080 IDH1KD tx – qHTS for induction of synthetic lethality in tumor cells producing 2HG: qHTS for the HT-1080-IDH1KD cell line. HT-1080 IDH1 knockdown viability, ATP luminescence, 48 h. 360,000 compounds, 2% hits. Potency, µM (highest dose often 46.1 µM), for the others: at the top dose activity, negative = toxicity, hits mostly cytotoxic;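 note: potency is the fitted concentration of half-maximal effect; 0% = DMSO wells and -100% = cell-free medium wells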
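Assay cells: HT-1080 with IDH1 knockdown, 750 per well, RPMI/5% FBS. Exposure: 48 h at 37 °C following 2 h pre-incubation. Read: CellTiter-Glo luminescence; fitted concentration-response, curve class assigned.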
SW480 rerep – A quantitative high throughput screen for small molecules that induce DNA re-replication in SW480 colon adenocarcinoma cells | SW480 DNA re-replication, Hoechst DNA content imaging, 48 h | 340,000 compounds, 1.8% hits | AID 624297, 2012 | Potency, µM (highest dose often 46.1 µM), for inactives: top-dose re-replication activation, usual class: activators; note: potency is the fitted concentration of half-maximal effect; % of control where 0% means no effect; nearly all actives have a fitted effect of over 55% in size
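Image-based DNA-content assay: after two days of treatment, nuclei were labelled with the DNA dye Hoechst and imaged, and hits were compounds raising the count of nuclei showing high fluorescence intensity.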
KB-3-1 cytotox – qHTS assay for MDR1-selective chemotherapeutics: Primary screen using the parental adenocarcinoma cell KB-3-1. Potency, µM (highest dose often 46.1 µM), for inactives: at the highest dose activity change, negative = cytotoxic, actives largely listed as cytotoxic. 400,000 compounds, 1.4% hits. KB-3-1 viability, CellTiter-Glo ATP luminescence, 72 h; note: potency is the fitted concentration of half-maximal effect; % is set by controls: 0 for no effect and ±100 for the full control effect; nearly all actives have a fitted effect of over 60% in size
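Cells are dispensed, compounds pinned in, plates held at 37 °C for 72 h, then CellTiter-Glo is added and luminescence read after 10 minutes. Cell line: parental KB-3-1 in phenol-red-free DMEM, 10% FBS.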
IL1B secr inh – qHTS for Inhibitors of Inflammasome Signaling: IL-1-beta AlphaLISA Primary Screen; THP-1 LPS/ATP IL-1B secretion, AlphaLISA, 16 h; active compounds read low; activity change, % at 57.5 µM; 360,000 compounds, 4.7% hits; in the data active = activity change below about -50%; inconclusive = mostly about -30% to -49%; note: % is set by controls: 0 for no effect and ±100 for the full control effect
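THP-1 cells pretreated 1 hr with compounds (up to 57.5 uM final), then stimulated with LPS (250 ng/mL final) plus ATP (1.25 mM final); secreted IL-1B measured by AlphaLISA after 16 hr, decreased signal indicating inhibition.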
* marks the source's active call; other numbers are inactive results; ? = inconclusive; nt = no result given. Unless noted, calls come from the whole dose curve; as a rule, active = well fitted curve in the direction sought with a large enough effect; inconclusive = small, poorly fitted or top-dose-only effect, or another doubt; inactive = no such curve, though single readings can be large; an effect the other way counts as inactive or inconclusive.

1: O=C(NCCN1CCOCC1)c1cc(S(=O)(=O)NCCCN2CCCC2=O)ccc1Cl
2: Cc1ccc(Cl)cc1-n1c(=O)c2sc3ccccc3c2n(CC(=O)NC2CCCCC2)c1=O
3: COc1ccc(CN2CSC(=S)N(Cc3ccc(OC)cc3)C2)cc1
4: CC(C)(C)c1ccc(OCc2ccc(C(=O)N/N=C/c3ccc([N+](=O)[O-])cc3)o2)cc1
5: CCSC1(SCC)N=C(N)C2(C#N)C(c3ccccc3)NC(C)=C(C)C12C#N (stereo not given)
6: CCOc1ccc(NC(=O)Cn2cc(S(=O)(=O)c3ccc(C)cc3)c(=O)c3cc(F)ccc32)cc1

Compound	1	2	3	4	5	6
D3 antag	-10	nt	-12	32	-1	nt
KB-V1 MDR tox	18%	-7%	-2%	0%	?	-2%
HT1080NT lethal	18%	nt	-3%	-28%	4%	nt
GLP1R ag	-8%	-2%	19%	-2%	-16%	0%
DRD3 agonist	2	-1	0	1	-8	5
HT1080 IDH1KD tx	10%	nt	0%	?	7%	nt
SW480 rerep	-3%	nt	?	8%	-12%	nt
KB-3-1 cytotox	-3%	-5%	-8%	-4%	12%	-2%
IL1B secr inh	11	nt	0	-18	8	nt

7: CC1CCN(S(=O)(=O)c2cc(C(=O)Nc3ccccn3)ccc2Br)CC1
8: O=C(c1cccc(S(=O)(=O)N2CCOCC2)c1)N1CCCc2ccccc21
9: COc1ccc(OC)c(NC(=O)COC(=O)/C=C/c2ccc(Cl)cc2)c1
10: O=C(COc1ccccc1F)Nc1c2c(nn1-c1ccccc1)CS(=O)(=O)C2
11: CCN(CC)CCNC(=O)C1(O)c2cc(Br)ccc2NC(=O)N1c1ccccc1 (stereo not given)
12: O=C(C1CCC(=O)N(C2CC2)C1)N1CCC(Oc2cccc(F)c2)CC1 (stereo not given)

Compound	7	8	9	10	11	12
D3 antag	13	8	11	4	3	-9
KB-V1 MDR tox	?	-17%	-2%	9%	5%	?
HT1080NT lethal	-8%	-4%	14%	0%	5%	-6%
GLP1R ag	5%	2%	0%	15%	-2%	2%
DRD3 agonist	1	-5	13	5	1	-9
HT1080 IDH1KD tx	1%	2%	12%	-3%	0%	?
SW480 rerep	5%	-4%	-8%	-2%	-11%	?
KB-3-1 cytotox	-9%	2%	0%	-20%	9%	-11%
IL1B secr inh	-7	2	7	0	0	5

Whole records, looked up by structure. Order of values: D3 antag, KB-V1 MDR tox, HT1080NT lethal, GLP1R ag, DRD3 agonist, HT1080 IDH1KD tx, SW480 rerep, KB-3-1 cytotox, IL1B secr inh
Profile of COc1ccc(OC)c(NC(=O)COC(=O)/C=C/c2ccc(Cl)cc2)c1 → 11, -2%, 14%, 0%, 13, 12%, -8%, 0%, 7
Profile of O=C(c1cccc(S(=O)(=O)N2CCOCC2)c1)N1CCCc2ccccc21 → 8, -17%, -4%, 2%, -5, 2%, -4%, 2%, 2

The main list resumes; the two compounds before the break are reprinted first.
11: CCN(CC)CCNC(=O)C1(O)c2cc(Br)ccc2NC(=O)N1c1ccccc1 (stereo not given)
12: O=C(C1CCC(=O)N(C2CC2)C1)N1CCC(Oc2cccc(F)c2)CC1 (stereo not given)
13: CCCOc1ccccc1NS(=O)(=O)c1ccc2[nH]c(=O)[nH]c2c1
14: O=C(NC1=NCCS1)c1csc2ccccc12
15: Cc1ccc(Nc2nc(=O)[nH]nc2C)cc1
16: O=C(CC1SC(N2CCCCC2)=NC1=O)Nc1cccc(C(=O)NCc2ccccc2)c1 (stereo not given)
17: CCCN(C(=O)CSc1n[nH]c(-c2ccc(OC)cc2)n1)c1c(N)n(Cc2ccccc2)c(=O)[nH]c1=O
18: CC1CC(C)CN(C(=O)C2CCC(CNc3c(N4CCCCC4)c(=O)c3=O)CC2)C1 (stereo not given)
19: CCC(c1nnc(SCC(=O)N(C)c2ccccc2)n1Cc1ccccc1)N(C)C (stereo not given)
20: Cc1cccc(NC(=O)c2cc(=O)c3ccccc3o2)n1

Compound	11	12	13	14	15	16	17	18	19	20
D3 antag	3	-9	7	-8	-24	8	15	-9	-4	6
KB-V1 MDR tox	5%	?	1%	-1%	23%	?	15%	-1%	-28%	-18%
HT1080NT lethal	5%	-6%	-8%	-2%	9%	1%	-1%	4%	-1%	-1%
GLP1R ag	-2%	2%	4%	-8%	0%	-9%	9%	9%	-6%	11%
DRD3 agonist	1	-9	-29	7	-12	1	-3	3	-3	-1
HT1080 IDH1KD tx	0%	?	-7%	2%	-3%	3%	17%	2%	1%	8%
SW480 rerep	-11%	?	-6%	-2%	0%	-3%	-3%	-4%	1%	2.9µM*
KB-3-1 cytotox	9%	-11%	-10%	13%	0%	-2%	11%	11%	0%	4%
IL1B secr inh	0	5	53	-1	-15	3	32	-13	2	-27

Quoted at random: 2 compounds from above
1: O=C(NCCN1CCOCC1)c1cc(S(=O)(=O)NCCCN2CCCC2=O)ccc1Cl
12: O=C(C1CCC(=O)N(C2CC2)C1)N1CCC(Oc2cccc(F)c2)CC1 (stereo not given)

Compound	1	12
D3 antag	-10	-9
KB-V1 MDR tox	18%	?
HT1080NT lethal	18%	-6%
GLP1R ag	-8%	2%
DRD3 agonist	2	-9
HT1080 IDH1KD tx	10%	?
SW480 rerep	-3%	?
KB-3-1 cytotox	-3%	-11%
IL1B secr inh	11	5

Screening data (PubChem)
